Bioassay records deposited in PubChem by Sanford-Burnham Center for Chemical Genomics.
HKDC1 inhibitor: blocks human hexokinase HKDC1 activity. Q2TB90. recombinant HKDC1, G6PDH/diaphorase resazurin coupled fluorescence. inhibition, % at 20 µM. 0.16% of 340,000 active. AID 493160;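 active = inhibition above about 35% when tested at 20 µM, limit read from the data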;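 also: plate controls were DMSO wells with enzyme for no effect and DMSO wells lacking enzyme for full effect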
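Incubation: 90 min at room temperature in dark / Material: recombinant HKDC1 (HK5) hexokinase enzyme, produced in-house / Quantity: enzyme 5 µg/mL final / Compound: one dose of 20 µM, 1% DMSO / Reagent: glucose and ATP substrates / Buffer or medium: Tris pH 8.0 buffer with MgCl2, Tween-20, BSA, BME / Technique: resorufin fluorescence at 613 nm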
SENP8 block-1: inhibitors of human SENP8 protease. AID 2540. inhibition, % at 10 µM. purified SENP8, Z-RLRGG-aminoluciferin cleavage, luminescence. 1.2% of 330,000 active; in the data active = inhibition above about 50%
SENP7 block: SENP7 protease inhibition; inhibition, % at 5 µM; Q9BQF6; 1.5% of 330,000 active; recombinant SENP7, Z-RLRGG-aminoluciferin luminescence, 40 min;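 active = inhibition above about 50% at the single test dose, limit read from the data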;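 also: plate controls were DMSO with enzyme for no effect and no enzyme buffer wells for full effect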
SENP8 block-2: blocks human SENP8 cleavage of Nedd8 substrate; recombinant SENP8, Nedd8 substrate fluorescence; inhibition, % at 20 µM; 0.64% of 360,000 active; AID 602440; in the data active = inhibition mostly above about 40%, no sharp cut-off; inactive = mostly below about 27%
Apaf-1 inh: inhibitors of human Apaf-1 apoptosome. O14727. reconstituted apoptosome caspase-3 activity, DEVD-Rh110 fluorescence. inhibition, % at 20 µM. 0.71% of 330,000 active. AID 489030; active = inhibition of at least 40% at 20 µM;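 also: plate controls were DMSO wells for no effect and DEVD-CHO caspase inhibitor wells for full effect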
Target sequence (O14727 whole entry, looked up): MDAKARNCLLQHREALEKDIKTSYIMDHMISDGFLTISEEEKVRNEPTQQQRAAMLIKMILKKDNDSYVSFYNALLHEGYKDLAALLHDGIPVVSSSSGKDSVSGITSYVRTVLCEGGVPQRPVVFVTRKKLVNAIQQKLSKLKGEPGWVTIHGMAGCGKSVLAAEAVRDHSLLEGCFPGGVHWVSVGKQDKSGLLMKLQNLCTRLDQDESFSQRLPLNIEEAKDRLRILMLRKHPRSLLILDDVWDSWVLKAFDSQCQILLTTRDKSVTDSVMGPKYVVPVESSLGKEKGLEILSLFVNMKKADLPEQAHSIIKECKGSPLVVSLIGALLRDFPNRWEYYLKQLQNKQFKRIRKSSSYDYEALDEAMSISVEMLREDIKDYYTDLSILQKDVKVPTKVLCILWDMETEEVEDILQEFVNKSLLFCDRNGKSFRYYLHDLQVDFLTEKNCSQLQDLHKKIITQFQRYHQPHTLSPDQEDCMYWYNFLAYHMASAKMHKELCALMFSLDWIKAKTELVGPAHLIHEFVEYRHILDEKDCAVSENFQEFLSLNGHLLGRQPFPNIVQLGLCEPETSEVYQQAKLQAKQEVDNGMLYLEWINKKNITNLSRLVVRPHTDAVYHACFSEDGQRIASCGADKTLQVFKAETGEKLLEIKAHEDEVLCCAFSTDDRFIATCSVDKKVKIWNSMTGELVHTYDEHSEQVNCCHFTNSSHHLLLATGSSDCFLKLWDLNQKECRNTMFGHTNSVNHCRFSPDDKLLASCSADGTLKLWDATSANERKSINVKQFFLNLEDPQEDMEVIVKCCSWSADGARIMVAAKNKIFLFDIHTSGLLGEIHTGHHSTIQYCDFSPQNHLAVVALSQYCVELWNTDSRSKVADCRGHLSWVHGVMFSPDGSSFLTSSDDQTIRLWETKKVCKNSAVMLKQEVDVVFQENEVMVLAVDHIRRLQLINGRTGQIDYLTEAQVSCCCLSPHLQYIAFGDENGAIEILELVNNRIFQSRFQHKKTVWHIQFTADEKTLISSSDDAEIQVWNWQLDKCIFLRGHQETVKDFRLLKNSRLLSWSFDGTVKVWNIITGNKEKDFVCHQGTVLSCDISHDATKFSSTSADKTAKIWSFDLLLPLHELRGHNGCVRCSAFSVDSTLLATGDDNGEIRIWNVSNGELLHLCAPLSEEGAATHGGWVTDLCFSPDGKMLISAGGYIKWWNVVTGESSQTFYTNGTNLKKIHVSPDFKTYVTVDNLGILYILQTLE
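System – cell-free apoptosome with Apaf-1, procaspase-3 and caspase-9 · Buffer or medium – pH 7.5 Hepes buffer with CHAPS, BSA, DTT · Also added – cytochrome c with DEVD-Rh110 · Times – 30 min compound preincubation, 50 min activation, room temperature · Technique – Rh110 fluorescence intensity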
SENP1 FRET inh: blocks the human SENP1 SUMO protease catalytic domain; recombinant SENP1 catalytic domain, CyPet-SUMO1-YPet FRET cleavage; inhibition, % at 10 µM; 0.21% of 360,000 active;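 active = inhibition at least 30% at 10 µM, raw YFP signal under a set limit, fluorescence ratio 0.5 to 1.5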;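 also: 0% = enzyme with DMSO and 100% = no enzyme wells; some results filed as inactive read as strong as hits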
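Compound: 10 µM single point, 0.5% DMSO; Test system: hSENP1 catalytic domain, recombinant; Timing: 50 min reaction at room temperature; Technique: FRET, CFP and YFP emission; Control set: no-enzyme wells low, DMSO-plus-enzyme wells high control.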
PfG6PD inh: PfG6PD (Plasmodium falciparum) enzyme inhibition; PfGluPho enzyme, NADPH resazurin-diaphorase fluorescence; inhibition, % at 20 µM; 0.78% of 350,000 active; AID 504690;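 active = inhibition reaching at least a set limit at 20 µM in the primary screen, cut at about 59% in these data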;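 also: 0% = DMSO wells with substrate and 100% = DMSO wells lacking glucose-6-phosphate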
SENP6 block: SENP6 protease inhibition; 1.8% of 330,000 active; inhibition, % at 10 µM; Recombinant SENP6 catalytic domain, aminoluciferin luminescence;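 active = inhibition above about 50% at the single tested dose, limit read from the data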;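 also: plate controls were DMSO wells with enzyme for no effect and DMSO wells lacking enzyme for full effect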
* marks the source's active call; other numbers are inactive results; x = not tested or not shown.

canonical_smiles	SENP8 block-1	SENP6 block	Apaf-1 inh	HKDC1 inhibitor	SENP8 block-2	SENP1 FRET inh	PfG6PD inh	SENP7 block
Cn1c(CN2CCOCC2)nnc1SCC(N)=O	-3	-6	3	-8	24	-2	-4	-2
COc1ccc(/C=C/C(=O)NCC(=O)N/N=C/c2ccc(OC)cc2)cc1	-9	-12	-6	-6	9	4	-2	0
CC(NC(=O)C(NS(=O)(=O)c1cccs1)C(C)C)c1ccc(S(N)(=O)=O)cc1 (stereo not drawn)	-6	-3	-12	-5	-1	4	-12	0
Cc1ccc(NC(=O)CN2CCOCC2)cc1	-5	-21	-3	-4	5	1	-11	3
O=C(CSc1ccccc1C(=O)N1CCCCC1)NCC1CCCCC1	0	-6	25	-5	-2	-1	-1	5
Cc1ccc(N2C(=O)C3CC(c4ccccc4)=C4C5C=CC(C6C(=O)N(c7ccc(C)cc7)C(=O)C56)C4C3C2=O)cc1 (stereo not drawn)	1	-12	23	18	15	0	-2	5
O=C(O)c1ccccc1C(=O)Nc1ccc(Oc2cccc3ccccc23)cc1	x	x	x	21	-1	-1	-27	x
COc1cc(OC)cc(C(=O)N=c2sc3ccccc3n2C)c1	-7	0	2	12	-419	2	-18	51*
CCOC(=O)CNC(=O)CSc1nc(N(C)C)nc(N2CCOCC2)n1	-12	-1	0	2	13	2	-15	14
Cc1ccc(OC(=O)c2cccc(S(=O)(=O)N3CCN(C)CC3)c2)c(Br)c1	-8	-17	13	-5	6	3	6	12
Cc1ccc(-c2noc(C3CCN(S(C)(=O)=O)CC3)n2)o1	8	-9	-10	4	17	0	-11	-1
O=C(O)C1CC(=O)N(c2ccc(OCc3ccccc3Cl)cc2)C1 (stereo not drawn)	-7	-14	2	-4	23	0	-8	-3
CSc1ccc(S(=O)(=O)N(CC(=O)NCc2ccccn2)c2ccc(C)cc2)cc1	3	-6	12	-2	5	-1	2	5
COc1ccc(NC(=S)N2CCc3cc(OC)c(OC)cc3C2)cc1	6	5	-6	-2	2	2	-7	6
COc1ccc([C@H]2CC(=O)C=C(c3ccccc3Oc3ccccc3)C2)cc1	5	2	14	8	6	0	0	2
CCOC(=O)c1cc(NC(=O)N(C)C2CCCCC2)c(C)nc1C	-5	-30	7	-6	-43	1	9	-6
COC(=O)C1C(=O)c2c([nH]c(C(=O)OCCOC(C)C)c2C)CC1C (stereo not drawn)	-1	-12	-13	1	x	x	4	5
CCC(C)Sc1nc2ccccc2c(=O)[nH]1 (stereo not drawn)	0	4	5	0	21	1	18	3
COc1cccc(C2SCC(=O)N2c2cccc(C)c2)c1OC (stereo not drawn)	-6	0	-3	-7	15	0	-2	1
Cc1ccc(OCC(=O)N2CCN(C(=O)c3cccnc3)CC2)cc1	-3	-2	5	-7	6	0	3	-2
Cc1ccc(S(=O)(=O)NCC(c2cccnc2)N2CCc3ccccc32)cc1 (stereo not drawn)	-5	-19	19	5	4	-8	14	11
NC(=O)CC(NC(=O)c1cccc(Br)c1)c1ccc(NCCN2CCOCC2)c([N+](=O)[O-])c1 (stereo not drawn)	-5	1	8	x	x	x	x	2
Cc1ccc(NC(=O)C2CC(=O)N/C(=N/N=C/c3ccco3)S2)cc1 (stereo not drawn)	4	14	8	-4	20	2	-23	9
COc1cccc(NC(=O)CNC(=O)Cn2cnc3sc4c(c3c2=O)CCCC4)c1	-2	1	5	-2	17	2	-9	-5
CC(=O)N1c2ccc(S(=O)(=O)N3CCC(C(=O)NC(C)c4ccccc4)CC3)cc2CC1C (stereo not drawn)	1	-4	3	-6	5	4	7	-4

Four entries already listed, ordered by molecular weight, largest number first:
canonical_smiles	SENP8 block-1	SENP6 block	Apaf-1 inh	HKDC1 inhibitor	SENP8 block-2	SENP1 FRET inh	PfG6PD inh	SENP7 block
COc1cccc(NC(=O)CNC(=O)Cn2cnc3sc4c(c3c2=O)CCCC4)c1	-2	1	5	-2	17	2	-9	-5
O=C(O)c1ccccc1C(=O)Nc1ccc(Oc2cccc3ccccc23)cc1	x	x	x	21	-1	-1	-27	x
COc1cccc(C2SCC(=O)N2c2cccc(C)c2)c1OC (stereo not drawn)	-6	0	-3	-7	15	0	-2	1
CCC(C)Sc1nc2ccccc2c(=O)[nH]1 (stereo not drawn)	0	4	5	0	21	1	18	3

Later entries:
canonical_smiles	SENP8 block-1	SENP6 block	Apaf-1 inh	HKDC1 inhibitor	SENP8 block-2	SENP1 FRET inh	PfG6PD inh	SENP7 block
Cc1ccc(NC(=O)COC(=O)COc2ccc3ccc(=O)oc3c2)cc1[N+](=O)[O-]	-1	-1	1	-3	-136	5	1	-2
O=C(Nc1ccccc1)N1CCC(C(=O)N(Cc2ccco2)Cc2cccs2)CC1	1	-2	1	-6	7	-3	-9	0
O=C(O)CC[C@@H](C(=O)O)N1C(=O)c2ccccc2C1=O	4	6	-11	0	4	1	-6	5
CC(Sc1nnc(-c2cccnc2)n1C)C(=O)N1CCOCC1 (stereo not drawn)	-3	-9	3	1	-10	-1	-6	7
CCOc1ncccc1C(=O)OCC(=O)NCCc1ccc(S(N)(=O)=O)cc1	-3	-2	-1	4	2	0	10	4
Cc1cc(C)c(S(=O)(=O)Nc2nnc(CC(C)C)s2)c(C)c1	-7	0	16	10	17	2	-33	-9
Cn1cnc(S(=O)(=O)N2CCN(c3ccc(Cl)cc3)CC2)c1	1	-16	9	-8	18	4	-5	-8
CC(=O)N1[C@H](Cc2ccccc2)C=C[C@]1(C)C(=O)NCc1ccccn1	-4	-7	-5	1	7	0	-2	-7
C[C@@H]1CN([C@@H](C)CO)C(=O)c2cccc(NC(=O)Nc3ccccc3)c2O[C@H]1CN(C)C(=O)Nc1cccc2ccccc12	3	-2	23	7	-220	1	8	14
CC1(C)CC(=O)c2cn3nc(C(F)(F)F)nc3nc2C1	2	7	-16	9	16	1	-22	8
CC(C)CN(C(=O)Cn1c(Cl)nc2c1c(=O)n(C)c(=O)n2C)C1CCS(=O)(=O)C1 (stereo not drawn)	7	-4	-8	-9	3	0	8	-2
C/C(=N\NC(=O)C(N)=O)c1cccc(C(F)(F)F)c1	-11	8	3	-6	10	4	-9	-1
CN(C)/C=C1/Nc2ccccc2C1=O	4	-4	4	6	6	-30	12	-4
COc1ccc(C2CC(=O)C(C=NCCO)=C(O)C2)cc1OC (stereo not drawn)	-3	-1	-3	-1	8	0	-12	0
O=C(Nc1ccc(O)c(-c2nc3ccccc3s2)c1)C1=COCCO1	-6	-17	7	-9	-254	-30	-8	2
CC(C)n1nc(Cc2cccc3ccccc23)c(C#N)c1N	1	-12	0	-1	12	-1	-7	2
COc1ccc(C(=O)CN2CCN(c3ncccn3)CC2)cc1	4	-1	1	-6	28	1	-6	8
COc1ccc(Nc2nc(C)cc(C)c2C#N)cc1OC	1	4	0	3	-9	3	6	0
CCCCN(C/C=C/c1ccccc1OC)Cc1ccccc1	-4	10	2	0	12	-1	19	-5
O=C1c2ccccc2C(=O)N1CCC(c1ccccc1)c1ccco1 (stereo not drawn)	-10	-15	19	6	10	1	-17	-5
O=C(Nc1nc(=O)c2ccccc2s1)c1ccc(Cl)cc1	-22	7	-28	-3	24	3	37	27
Cc1ccc(CNC(=O)COc2cccc3c2OC(C)(C)C3)cc1	-8	-18	7	-2	22	1	-1	-4
Cc1nn(C)cc1C(C)NC(=O)c1cc(COc2cccc3cnccc23)on1 (stereo not drawn)	-15	-14	6	1	-37	1	-1	-8
CCCCC(=O)NS(=O)(=O)c1ccc(N=NN2CCCCC2)cc1	-6	0	3	-6	8	1	5	1
Cc1cc2[nH]ncc2cc1NC(N)=S	-6	-27	-8	-2	19	-1	-11	-6
CC(C)(C)NC(=O)Cn1nnc(-c2ccccc2Cl)n1	-5	-13	-23	-2	32	3	11	-5
CCCCN(C(=O)CCCc1nc2ccccc2s1)c1c(N)n(CC(C)C)c(=O)[nH]c1=O	1	-9	-10	-5	-12	-9	-1	4
COc1ccc(Cc2nnc(N/N=C/c3ccccc3O)[nH]c2=O)cc1OC	-8	-8	5	-31	24	2	-34	-1
O=C(NCC1CCCO1)C1CCN(C2CCN(CCCC3CCCC3)CC2)CC1 (stereo not drawn)	-3	-12	-7	-3	16	-3	6	0
CCCC(C)NC(=O)CN(c1ccc2c(c1)OCCO2)S(=O)(=O)c1ccccc1 (stereo not drawn)	11	-2	-1	4	13	2	-21	-1
O=C(N/C(=C/c1ccc(F)cc1)C(=O)N1CCCC1)c1ccccc1	-7	1	4	-3	13	4	-18	-1
C=CCn1c(O)c(N=NC(=S)Nc2ccccc2C)c2cc(S(=O)(=O)N3CCOCC3)ccc21	4	11	0	-8	26	3	-4	1
O=C(O)c1cnc2ccccc2n1	0	3	3	-6	9	1	33	-7
CC(=O)Oc1ccc(Cl)cc1CN(C(C)=O)C1CCCCC1	x	x	x	-5	-3	0	-2	x
COc1cc(OC)c(S(=O)(=O)NCc2ccco2)cc1S(=O)(=O)NCc1ccco1	-3	-12	-2	-1	17	0	-1	-5
Cc1ccc(S(=O)(=O)N2CCCCC2)cc1NC(=O)CCNC(=O)c1ccccc1	5	0	-3	-4	-2	-1	-3	6
Fc1ccc(-n2c(Cn3nnc4ccccc43)n[nH]c2=S)cc1	0	6	-7	-6	5	2	16	1
O=C(c1cc2cc(Cl)ccc2[nH]1)N1CCN(Cc2ccc3c(c2)OCO3)CC1	3	3	27	10	-10	-3	-8	-17
OCc1nc2ccccc2n1CCCOc1ccc(Br)cc1	-12	-34	20	3	16	2	11	-2
O=C(NCC(=O)N1CCCC(C(F)(F)F)C1)c1ccc(Oc2ccccc2)cc1 (stereo not drawn)	5	-7	-6	-3	6	2	-13	-6
COc1cccc(C(=O)NCC2(c3ccccc3)CCCC2)c1	-12	-11	10	-4	17	3	9	-6
O=C(C=C1CCN(c2ncc(C(F)(F)F)cc2Cl)CC1)NNC(=O)Nc1ccc(Cl)cc1	-8	-9	12	-8	12	2	-10	6
S=C(Nc1ccc(Cl)cc1Cl)N1CCCCC1	-13	-13	6	11	4	1	9	-6
Cc1ccc(CS(=O)(=O)Cc2ccc(C(=O)NCc3cccnc3)o2)cc1	-6	-6	-5	1	4	0	-21	6
Cc1noc(C)c1COc1ccccc1C(=O)NCCc1ccc(F)cc1	x	x	x	-3	12	0	13	x
O=C(Nc1ccnn1C1CCN(Cc2cc(Cl)ccc2O)CC1)c1cccnc1	-1	-3	-5	-3	12	-1	7	0
CCN(CC(=O)Nc1c(F)cccc1F)C(=O)c1ccc(N2CCCC2=O)cc1	-15	-13	-2	-4	-22	1	2	-10
COCCN(Cc1cc2cc3c(cc2nc1Cl)OCO3)C(=O)Nc1ccc(F)cc1	-1	-5	-18	-8	-10	2	25	2
CCc1ccc(-c2ccc3nnc(SCC(=O)NCC4CCCO4)n3n2)cc1 (stereo not drawn)	14	-7	0	2	-472	0	0	3
CCOC(=O)c1cc(-c2ccccc2C)nn1Cc1cc(CC)no1	2	9	10	7	5	1	7	-4
O=[N+]([O-])c1ccc(Oc2cccc(C(F)(F)F)c2)nc1	-3	4	2	-2	23	2	2	3

Random draw from the library; about 3.6% have a hit in one of these screens.
